HP1b chromo inh – inhibitors of HP1-beta chromodomain binding to methylated histone tails; P83916; AlphaScreen HP1-beta / biotin-H3K9me3 peptide binding; Potency, µM (doses to about 114 µM), without a hit: top-dose activity change, negative = inhibition, hits mostly inhibitors; 0.56% of 390,000 active; also: nearly all actives have a fitted effect of over 70% in size; inactives centre near 23
Target sequence (P83916 whole entry, looked up): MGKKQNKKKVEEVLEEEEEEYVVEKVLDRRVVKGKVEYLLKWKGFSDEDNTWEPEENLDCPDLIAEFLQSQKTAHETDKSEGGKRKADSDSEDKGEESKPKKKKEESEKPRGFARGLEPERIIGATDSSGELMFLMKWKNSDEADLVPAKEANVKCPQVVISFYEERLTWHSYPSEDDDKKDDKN
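AlphaScreen: HP1-beta (50 nM) preformed 30 min with biotin-H3(1-18)K9me3 peptide (50 nM) in PBS pH 7.4, 0.01% Tween-20. Compound added for 30 min at RT, then streptavidin donor/nickel chelate acceptor beads (10 ug/mL) for 30 min.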
GLS inh – glutaminase GLS (human) inhibition; GLS enzymatic activity, qHTS titration; Potency, µM (highest dose often 45.5 µM), without a hit: at the top dose activity change, negative = inhibition, hits mostly inhibitors; 0.21% of 410,000 active; also: % is scaled to controls: 0 for no effect and ±100 for the full control effect
Target sequence (O94925 whole entry, looked up): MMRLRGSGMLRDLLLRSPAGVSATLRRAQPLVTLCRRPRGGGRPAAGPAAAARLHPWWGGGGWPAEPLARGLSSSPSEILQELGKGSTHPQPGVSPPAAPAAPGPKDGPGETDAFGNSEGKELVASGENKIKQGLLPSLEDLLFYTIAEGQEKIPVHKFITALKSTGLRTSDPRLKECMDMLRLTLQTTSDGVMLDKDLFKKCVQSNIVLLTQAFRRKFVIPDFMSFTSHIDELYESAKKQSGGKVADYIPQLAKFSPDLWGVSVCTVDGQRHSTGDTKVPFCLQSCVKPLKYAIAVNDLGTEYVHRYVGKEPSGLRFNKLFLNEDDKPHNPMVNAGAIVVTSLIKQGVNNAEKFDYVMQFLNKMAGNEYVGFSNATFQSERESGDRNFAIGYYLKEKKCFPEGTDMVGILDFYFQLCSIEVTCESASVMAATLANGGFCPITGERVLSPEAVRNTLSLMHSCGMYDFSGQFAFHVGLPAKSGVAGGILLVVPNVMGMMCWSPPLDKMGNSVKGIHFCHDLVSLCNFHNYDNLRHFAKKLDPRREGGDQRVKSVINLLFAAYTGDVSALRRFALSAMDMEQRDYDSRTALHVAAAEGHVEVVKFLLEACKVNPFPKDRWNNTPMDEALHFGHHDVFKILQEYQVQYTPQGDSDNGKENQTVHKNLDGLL
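hKGA; 45 mM KH2PO4 pH 8.2 + 0.02% Tween-20; cpd via pin tool; 1 mM Gln soln; GluOx/HRP/Amplex Red; RT 30 min; fluor. t0 & final.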
Pin1 inhibitor – inhibitors of human Pin1; Q13526; Pin1 FP peptide displacement, HiFluor488, 10 min; Potency, µM (series often up to 115 µM), inactives show top-dose activity, negative = inhibition, actives largely listed as inhibitors; 0.009% of 390,000 active; AID 504891; active = well fitted inhibition curve with a large enough effect in the polarisation, with a control signal flat, not every such curve was filed as active; inconclusive = small, poorly fitted or top-dose-only effect, or effect the other way, or a change in a side signal; inactive = no such curve, though single readings can be large or run the other way; the % refers to the polarisation; also: % is scaled to controls: 0 for no effect and ±100 for the full control effect
JMJD2A Tudor – inhibitors of human JMJD2A Tudor domain | AlphaScreen JMJD2A-Tudor / H3K4me3 peptide binding | AID 504339 | Potency, µM (titrated, usually from 114 µM), inactives show at the highest dose activity change, negative = inhibition, most hits filed as inhibitors | O75164 | 4.4% of 390,000 active; also: % is scaled to controls: 0 for no effect and ±100 for the full control effect; nearly all actives have a fitted effect of over 50% in size
ALOX12 inh – inhibitors of human 12S-lipoxygenase ALOX12. P18054. purified 12hLO, xylenol orange hydroperoxide absorbance. Potency, µM (series often up to 108 µM), without a hit: top-dose activity change, negative = inhibition, hits mostly inhibitors. 1.1% of 580,000 active; also: % is scaled to controls: 0 for no effect and ±100 for the full control effect
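Hydroperoxide product was detected by ferrous iron/xylenol orange as the 573 to 405 nm absorbance ratio. Arachidonic acid at 40 uM (final) was turned over for 30 min at room temperature by 150 nM human 12hLO, pH 7.0 Hepes buffer, after 15 min compound preincubation.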
ERG-DNA inh – blocks human ERG Ets domain binding to DNA; fluorescence polarization, His-ERG Ets domain / labelled DNA; AID 624246; 0.028% of 370,000 active; P11308; Potency, µM (series often up to 76.9 µM), inactives show at the top dose FP activity, negative = inhibition, usual class: inhibitors; active = well fitted inhibition curve with a large enough effect in the polarisation, with a control signal flat; inconclusive = small, poorly fitted or top-dose-only effect, or effect the other way, or a change in a side signal; inactive = no such curve, though single readings can be large or run the other way; the % refers to the polarisation;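 also: polarization taken with two DNA probes labelled with fluorescein and Texas red; % of control where 0% means no effect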
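His-tagged ERG Ets domain (1 uM in the protein solution; 300mM KCl, 50mM Tris-HCl, 1mM EDTA, 1mM DTT, pH 7.5) received compound, then a probe mix of 5 nM fluorescein-DNA and 100nM Texas-615-DNA. Fluorescence polarization was read for both dyes.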
TrxR1 inh – rat TrxR1 inhibition; recombinant rTrxR1, NADPH fluorescence consumption, selenite substrate; Potency, µM (series often up to 114 µM), without a hit: at the top dose activity change, negative = inhibition, most hits filed as inhibitors; 1% of 390,000 active; AID 588453; also: % is scaled to controls: 0 for no effect and ±100 for the full control effect; nearly all actives have a fitted effect of over 65% in size
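Rat TrxR1 (90 nM in the dispensed reagent) was pre-reduced with 400 uM NADPH for 5 min at room temperature, then incubated with compound for 15 min. After 400 uM selenite was added, NADPH fluorescence (Ex 340/Em 450 nm) was followed for 8 min.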
RGS4 inhibitor – human RGS4 inhibition; P49798; Transcreener GDP fluorescence polarization, RGS4-accelerated GTP hydrolysis; Potency, µM (series often up to 114 µM), for the others: top-dose activity change, negative = inhibition, usual class: inhibitors; 0.039% of 390,000 active; AID 504845; also: % is scaled to controls: 0 for no effect and ±100 for the full control effect; nearly all actives have a fitted effect of over 75% in size; some results filed as inactive show a strong effect at the top dose
Target sequence (P49798 whole entry, looked up): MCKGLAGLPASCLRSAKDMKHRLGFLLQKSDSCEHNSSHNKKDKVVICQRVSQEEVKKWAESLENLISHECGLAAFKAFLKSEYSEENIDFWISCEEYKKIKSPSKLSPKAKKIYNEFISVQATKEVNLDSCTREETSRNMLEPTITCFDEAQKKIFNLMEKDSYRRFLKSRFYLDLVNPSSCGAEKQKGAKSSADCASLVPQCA
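MLSMR compounds (23 nl, pin-transferred) preincubated 10 min at room temperature with a 500nM (2x) first reagent, then RGS4 at 900nM (2x) plus Transcreener GDP mix added; fluorescence polarization (620/688 nm) read before and after 90 min at 30 °C.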
PGK inhibitor – blocks T. brucei phosphoglycerate kinase; PGK/GAPDH coupled, Kinase-Glo luminescence, 60 min; Potency, µM (highest dose often 57.5 µM), for inactives: at the top dose activity change, negative = inhibition, most hits filed as inhibitors; 0.043% of 380,000 active; also: % is scaled to controls: 0 for no effect and ±100 for the full control effect; nearly all actives have a fitted effect of over 60% in size
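Luminescent ATP detection (Kinase-Glo Plus) follows a 60-minute room-temperature incubation, with wells lacking PGK as controls. Buffer: 100 mM TEA (pH 7.6), 5 mM MgCl2, 0.01% Tween-20. Coupling enzyme GAPDH (100 nM final) supplies unstable 1,3-BPG in-well.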
* marks the source's active call; other numbers are inactive results; i = inactive; ? = inconclusive; / = not tested or not shown; ! = repeats disagree; [ ] = remark or other dose. Unless noted, calls follow the shape of the dose curve; as a rule, active = well fitted curve in the direction sought with a large enough effect; inconclusive = small, poorly fitted or top-dose-only effect, or another doubt; inactive = no such curve, though single readings can be large; an effect the other way counts as inactive or inconclusive. Potency is read from the fitted curve at half-maximal effect. This is a subset (hit frequency here may not be typical).

HP1b chromo inh | GLS inh | Pin1 inhibitor | JMJD2A Tudor | ALOX12 inh | ERG-DNA inh | TrxR1 inh | RGS4 inhibitor | PGK inhibitor | structure
6% | 21% | ? | -12% | -3% | -7% | -14%[57.1 µM] | 21% | -10% | Cc1ccccc1CSCC(Nc1ccc(C(=O)O)cc1[N+](=O)[O-])C(=O)O (stereo not given)
68%[activator] | 4% | 0% | -7% | 1% | -1% | 7% | -28% | i | CC1(C(=O)NCCN2CCOCC2)C=CC2(CCCCC2)N1C(=O)c1ccccc1 (stereo not given)
-9% | 9% | ? | ? | ? | 1% | ? | -53% | 0% | C/C(=N\NS(=O)(=O)c1ccc(Cl)c([N+](=O)[O-])c1)c1cc2ccccc2o1
37% | -4% | -7% | -16% | 6% | -2% | 8% | -2% | -4% | CCOC(=O)C(Cc1ccccc1)C(=O)Nc1ccccc1C (stereo not given)
15% | -19% | -2% | -24% | 0% | -3% | 5%[57.1 µM] | -39% | -8% | CCC(=O)Nc1ccc(Nc2ccccc2)cc1
25% | -1% | 7% | 5% | 8% | -1% | 8% | -3% | 7% | Cc1c(CN(C)C(=O)c2ccc(Br)o2)cnn1C
6% | 10% | -1% | -17% | -5% | -6% | 19%[57.1 µM] | 17% | -5% | CCCCn1nc(C(=O)Nc2ccc(S(=O)(=O)Nc3ncccn3)cc2)c2ccccc2c1=O
41%[activator] | -4% | -2% | -6% | 1%[57.4 µM] | 4% | 0% | -14% | -2% | Cc1c(O)cc2n(c1=O)-c1ccccc1C2(C)C
19% | 1% | -4% | -17% | 3% | / | 21% | 3% | -7%[11.5 µM] | CCOC(=O)N1CCN(C(=O)Nc2ccccc2Cl)CC1
46%[activator] | 5% | 0% | 19% | ? | -5% | 46%[activator] | -37% | 10% | Cc1cc(NC(=O)CSc2ccc(Cl)cc2)no1
11% | ? | -7% | ? | 14% | -1% | 9%[57.1 µM] | -76%[56.9 µM] | -5% | O=C(NCCc1cn[nH]c1)C1CCC(=O)N(CCc2cccc(F)c2)C1 (stereo not given)
20% | 1% | 12% | -18% | -17% | 0% | 5% | -5% | -9% | COc1ccc(N(CC(=O)NCCc2ccccc2)S(=O)(=O)c2ccc(OC)c(OC)c2)cc1
49%[activator] | 0% | 4% | -2% | 7% | 12% | 20% | -2% | 0% | C[n+]1cn(Cc2ccc(C#N)cc2)c2ccccc21
-8% | ? | -2% | -15%[11.4 µM] | 23% | 2% | -12% | -15%[11.4 µM] | -1% | CC1CC(C)CN(Cc2nc(N)nc(Nc3ccc4ccccc4c3)n2)C1 (stereo not given)
-20% | 11% | -8% | 79µM* | 0%[57.4 µM] | 6% | 10% | -12% | 1% | O=C(NC1CCCCC1)C1CCN(c2nccs2)CC1
-3% | 2% | -7% | -8% | 1% | -2% | -2%[57.1 µM] | 4% | 1% | COc1cccc(OC)c1C(=O)Nc1ccccc1NC(=O)c1c(OC)cccc1OC
16% | 9% | -1% | -6% | 10% | 9% | 4% | -9% | 4% | COc1ccc(C(CNC(=O)CNC(=O)c2ccccc2Cl)N2CCCC2)cc1 (stereo not given)
? | 2% | -6% | 1µM* | -22% | -7% | 18%[57.1 µM] | -1% | 0% | C1=CCC(CN2CCN(C3CCCCCC3)CC2)CC1 (stereo not given)
36%[activator] | -7% | -14% | 3% | -23% | -2% | 13% | -14% | i | CCOCCCNC(=O)C1CCN(S(=O)(=O)c2ccc3nc4c(c(C(=O)O)c3c2)CCCCC4)CC1
20% | -3% | 1% | -13% | -19% | / | 21% | -15% | / | COC(=O)c1ccc(-n2nnnc2SCC(=O)Nc2ccccc2OC)cc1
13% | -11% | -9% | -7% | ? | -5% | -9% | 10% | -1% | COc1ccccc1CCNC(=O)c1ccc(NC(=O)CC2SC(N3CCCC3)=NC2=O)cc1 (stereo not given)
85%[activator] | -2% | ? | -2% | -28% | 2% | 10% | -25% | -5% | Cc1cccc(CCNC(=O)c2sc3nc4n(c(=O)c3c2C)CCCC4)c1
32% | 0% | -2% | -2% | 23% | -3% | -7% | -17% | -4% | O=C(c1ccco1)N1CCN(C(=O)c2cc(=O)[nH]c3ccccc23)CC1
36%[activator] | 20% | 3% | -12% | -28% | -8% | -10% | -37% | -5% | CC(=O)c1ccc(NC(=S)N2CC(C)CC(C)C2)cc1 (stereo not given)
40µM* | ? | ? | 45µM* | 7% | ? | ? | -40% | -22% | CCN(CC)c1ccc(/C=C2\C(=O)c3ccc(C(=O)O)cc3C2=O)cc1

Not a retest: four of the compounds above.
HP1b chromo inh | GLS inh | Pin1 inhibitor | JMJD2A Tudor | ALOX12 inh | ERG-DNA inh | TrxR1 inh | RGS4 inhibitor | PGK inhibitor | structure
85%[activator] | -2% | ? | -2% | -28% | 2% | 10% | -25% | -5% | Cc1cccc(CCNC(=O)c2sc3nc4n(c(=O)c3c2C)CCCC4)c1
32% | 0% | -2% | -2% | 23% | -3% | -7% | -17% | -4% | O=C(c1ccco1)N1CCN(C(=O)c2cc(=O)[nH]c3ccccc23)CC1
36%[activator] | 20% | 3% | -12% | -28% | -8% | -10% | -37% | -5% | CC(=O)c1ccc(NC(=S)N2CC(C)CC(C)C2)cc1 (stereo not given)
40µM* | ? | ? | 45µM* | 7% | ? | ? | -40% | -22% | CCN(CC)c1ccc(/C=C2\C(=O)c3ccc(C(=O)O)cc3C2=O)cc1

Additional structures
HP1b chromo inh | GLS inh | Pin1 inhibitor | JMJD2A Tudor | ALOX12 inh | ERG-DNA inh | TrxR1 inh | RGS4 inhibitor | PGK inhibitor | structure
5% | -5% | -5% | -14% | 0% | 6% | 25%[57.1 µM] | -48% | 0% | Cc1cc(C)n(-c2cc(N3CCN(S(=O)(=O)c4ccc5ccccc5c4)CC3)ccc2[N+](=O)[O-])n1
26% | -4% | -14% | -7% | 1% | 3% | 13% | 5% | i | NCC(=O)NCC(=O)OCc1ccccc1
62%[activator] | 1% | -8% | 10% | ? | -2% | 6% | -5% | 11% | COc1ccc(Cl)cc1NC(=O)c1cnccn1
22µM* | 1% | 5% | 7.9µM* | 0.32µM*! | 2% | ? | 20% | 5% | COc1ccc(CCN(C)C(=O)C2CCCN(C3CCN(Cc4ccccc4)CC3)C2)cc1OC (stereo not given)
71%[activator] | -4% | 9% | 29% | 12% | -6% | 2% | -30% | -15% | Cc1ccc(SCC(=O)OCC(=O)NC(C)c2ccc(Br)cc2)cc1 (stereo not given)
51%[activator] | -7% | 1% | -18% | 0% | 5% | -1% | -16% | -2% | O=C(Nc1ccc(Cl)cc1)c1nc[nH]c1C(=O)N1CCc2ccccc2C1
39% | 1% | -5% | -26% | ? | -3% | -9% | -3% | -4% | Cc1nn(CC(=O)O)c(C)c1C
48%[activator] | 6% | 21% | 5% | -3% | -2% | 28% | 7% | i | Cc1ccc(C)c(NC(=O)CN2C(=O)COc3ccc(Cl)cc32)c1
5% | 1% | 2% | -24% | 22% | 5% | -14%[57.1 µM] | -4% | 3% | CCOC(=O)N/N=C/c1ccc(C)o1
14% | 3% | ? | -19% | ? | 2% | -10% | 4% | -3% | CC(=O)c1ccc(N2CCN(C(=O)c3ccc(OCc4c(C)noc4C)cc3)CC2)cc1
31% | 2% | 47%[activator] | 3% | -17% | -4% | -1% | -23% | -16% | N=c1oc2cc(O)ccc2cc1C(=O)Nc1ccc(Cl)cc1
15% | 11% | -3% | -13% | 152%[activator][57.4 µM] | -6% | -23% | 17% | -1% | CCCOc1ccc(C(CC(=O)O)NC(=O)c2ccc3c(c2)OCO3)cc1 (stereo not given)
-32% | -8% | -1% | -24%[11.4 µM] | 2% | 0% | 10% | -17%[11.4 µM] | -22% | C/C(N=Nc1nc2ccccc2s1)=N\Nc1ccccc1O
1% | -14% | 2% | -34% | -4% | 1% | 11%[57.1 µM] | -13% | -10% | Cn1cnc2cc(NCc3cccs3)ccc21
44%[activator] | -5% | -1% | -18% | -7% | 0% | ? | 1%[11.4 µM] | i | Cc1ccc(C)c2[nH]c(=O)c(CCNC(=O)c3ccco3)cc12
68%[activator] | -2% | 1% | -4% | -2% | -1% | 27% | -13% | i | CCOc1ccc(-c2nnc3ccc(SCC(=O)N4CCN(c5ccccc5)CC4)nn23)cc1
34%[activator] | -9% | 0% | -3% | -12% | -5% | 15% | -23% | i | Cn1c(SCC(=O)N2CCOCC2)nnc1-c1cnccn1
20µM* | 21% | 0% | 22µM* | -6% | 0% | -10% | -13% | i | CCN(CC)c1ccc(/C=N/N2CCN(Cc3ccc(C)cc3C)CC2)c(O)c1

One compound at a time, as listed above:
`COc1ccc(Cl)cc1NC(=O)c1cnccn1` in the list: HP1b chromo inh = 62%[activator]; GLS inh = 1%; Pin1 inhibitor = -8%; JMJD2A Tudor = 10%; ALOX12 inh = ?; ERG-DNA inh = -2%; TrxR1 inh = 6%; RGS4 inhibitor = -5%; PGK inhibitor = 11%
`Cc1ccc(C)c(NC(=O)CN2C(=O)COc3ccc(Cl)cc32)c1` in the list: HP1b chromo inh = 48%[activator]; GLS inh = 6%; Pin1 inhibitor = 21%; JMJD2A Tudor = 5%; ALOX12 inh = -3%; ERG-DNA inh = -2%; TrxR1 inh = 28%; RGS4 inhibitor = 7%; PGK inhibitor = i

Source: PubChem BioAssay (National Center for Advancing Translational Sciences (NCATS))
